# A549 tox: A549 cytotoxicity, counter-screen for Nrf2 inhibitors; A549 ARE-Fluc cells, CellTiter-Fluor viability, 18-24 h; Potency, µM (doses to about 46 µM), without a hit: at the top dose activity change, negative = cytotoxicity, hits mostly inhibitors; 390,000 compounds, 0.16% hits; AID 504648; note: potency is the fitted concentration of half-maximal effect; % is set by controls: 0 for no effect and ±100 for the full control effect
#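 A549 ARE-Fluc cells in 5% FBS OPTI-MEM, 5000 cells/well, rested 2 h then exposed to compounds in concentration-response for 18-24 h at 37 °C. Viability by CellTiter-Fluor fluorescence (Ex 405/Em 525) after 30 min; luciferase luminescence (BugLite, 15 min, RT) read afterwards.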
# CCT modulator: changes cytosolic chaperonin activity. purified chaperonin ATPase assay, HTRF ADP detection, 30 min. activity change, % (no concentration beside the values), hits read low. 360,000 compounds, 0.3% hits. AID 651819; in the data active = activity change below about -30%; note: % is set by controls: 0 for no effect and ±100 for the full control effect
#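 First, chaperonin was dispensed at 40 nM or 20 nM final depending on batch activity. Next, compounds were pinned at 76 uM and ATP added at 10 uM. After 30 min at 37 °C, ADP detection reagents ran 30 min at ambient temperature.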
# pAkt inh: inhibitors of Akt phosphorylation; Neuro2A IGF-stimulated pAkt S473 HTRF, 20 min; active compounds read low; activity change, % for hits at 50 µM; AID 651550; 360,000 compounds, 0.32% hits; in the data active = activity change below about -80%; inconclusive = mostly about -51% to -80%; note: % is set by controls: 0 for no effect and ±100 for the full control effect
#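 Single-point screen (50 µM final compound) in Neuro2A cells stimulated 20 min with 6 nM IGF at 37 deg C. After lysis, Ser473-phosphorylated Akt read by HTRF (ex 330 nm, em 615/665 nm) as the 665/615 ratio.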
# HepG2 tox: HepG2 cytotoxicity, counter-screen for TGF-b inhibitors; HepG2 CAGA-GFP viability, ATP luminescence, 18 h; 410,000 compounds, 0.76% hits; Potency, µM (titrated, usually from 46.1 µM), inactives show at the highest dose activity change, negative = cytotoxicity, most hits filed as cytotoxic; AID 588856; note: potency is the fitted concentration of half-maximal effect; some results filed as inactive show a strong effect at the top dose
#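 CellTiter-Glo luminescence gave cytotoxicity after 18 hours at 37 degrees C. The cells were HepG2 CAGA-GFP in 1% FBS DMEM, stimulated with 500 pg/mL TGF-beta after compound addition. %Activity was normalised to no-cell wells (complete cell-killing) and DMSO (no toxicity), and curves were fitted and classified.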
# S2 tox: viability counter-screen for ATXN expression inhibitors; S2 cells (HEK-293 line with an ATXN2-luciferase reporter) viability, CellTiter-Fluor protease fluorescence, 24 h; AID 651635; Potency, µM (series often up to 56.7 µM), usual class: cytotoxic; 400,000 compounds, 0.49% hits; note: potency is the fitted concentration of half-maximal effect; nearly all actives have a fitted effect of over 40% in size
# TGFb SMAD3 inh: TGF-b pathway inhibition; HepG2 CAGA-GFP TGF-b/SMAD3 reporter, GFP fluorescence, 18 h; TGF-beta stimulated, 500 pg/mL final; Potency, µM (titrated, usually from 46.1 µM), for the others: at the top dose activity, negative = inhibition, hits mostly inhibitors; 410,000 compounds, 1.2% hits; note: potency is the fitted concentration of half-maximal effect; % is set by controls: 0 for no effect and ±100 for the full control effect; nearly all actives have a fitted effect of over 65% in size
#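 First, reporter cells (HEPG2 CAGA-GFP) rested 2 h at 37 degrees C. Next, compounds were pinned in and TGF-beta added to 500 pg/mL final. After 18 h, GFP was imaged per cell and summed per well.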
# Mm-Cpn inhibitor: inhibitors of Methanococcus maripaludis chaperonin (MmCpn); Potency, µM (top dose mostly 76.9 µM), without a hit: at the highest dose activity, negative = inhibition, usual class: inhibitors; purified Mm-Cpn ATPase, ADP Transcreener TR-FRET; 330,000 compounds, 0.031% hits; note: potency is the fitted concentration of half-maximal effect; % is set by controls: 0 for no effect and ±100 for the full control effect; nearly all actives have a fitted effect of over 80% in size
#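 Inhibition of chaperonin ATP hydrolysis is measured as reduced ADP production, detected by competitive TR-FRET in which signal falls with ADP. Final enzyme 25 nM and ATP 10 uM, reacted 30 min at 37°C.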
# Nrf2 block: blocks Nrf2 signaling | A549 ARE-Fluc reporter, luciferase luminescence, 18-24 h | Potency, µM (series often up to 46 µM), for inactives: top-dose activity change, negative = inhibition, actives largely listed as inhibitors | 360,000 compounds, 2.1% hits | AID 504444; note: potency is the fitted concentration of half-maximal effect; % is set by controls: 0 for no effect and ±100 for the full control effect; nearly all actives have a fitted effect of over 60% in size
#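 Cells were seeded and rested 2 h, then exposed to compounds for 18-24 h. CellTiter-Fluor was read first as a viability measure. BugLite was added 15 min before the final luminescent read of ARE-luciferase activity in A549 cells.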
# Nrf2 ARE act: activates Nrf2 signaling; AREc32 ARE-luciferase reporter (MCF7-derived line), luminescence, 24 h; Potency, µM (series often up to 46.1 µM), for the others: at the top dose activation, hits mostly activators; 410,000 compounds, 0.31% hits; note: potency is the fitted concentration of half-maximal effect; % of control where 0% means no effect; nearly all actives have a fitted effect of over 65% in size
#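 Cells of the AREc32 ARE-luciferase line are plated in OPTI-MEM containing 5% FBS and left overnight at 37 deg C. Compounds are pinned in, incubation continues 24 hr, and firefly luciferase signal is then measured.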
# Active calls of the source: *; i = inactive; ? = inconclusive; · = no result given; [ ] = dose if it differs, or a comment. Unless noted, calls come from the whole dose curve; as a rule, active = well fitted curve in the direction sought with a large enough effect; inconclusive = small, poorly fitted or top-dose-only effect, or another doubt; inactive = no such curve, though single readings can be large; an effect the other way counts as inactive or inconclusive.
SMILES,A549 tox,CCT modulator,pAkt inh,HepG2 tox,S2 tox,TGFb SMAD3 inh,Mm-Cpn inhibitor,Nrf2 block,Nrf2 ARE act
O=C(O)CCc1ccc(-c2ccc(F)cc2)n1CC1CCCO1 (stereo unspecified),-11%,0.1,i,4%,i,15%,0%,·,-0.6%
CCCN=C1N(C)C[C@@H]2[C@@H]3C(=O)N(Cc4ccccc4)C(=O)[C@@H]3[C@](C)(C(=O)OC)N12,-3%,0.6,i,-2%,i,15%,-3%,3%,-0.7%
COc1ccc(C(C)NC(=O)C2CCCC2)cc1OC (stereo unspecified),5%,1.7,i,-3%,i,1%,0%,-5%,-0.5%[9.22 µM]
O=C(NCc1cccnc1)c1cc(C2CCCN(C(=O)c3cccs3)C2)on1 (stereo unspecified),·,-0.5,i,-18%,i,4%,·,·,0.2%
CCC(CC)NC(=O)Nc1ccccc1C(F)(F)F,-1%,-4.0,i,2%,i,-1%,-19%,2%,0.3%
O=C(O)Cn1ncc2ccccc2c1=O,2%,0.6,i,-40%,i,?,0%,-2%,0.3%
CCN(CC)S(=O)(=O)c1cccc(C(=O)N/N=C2\CCCC(=O)C2)c1,6%,-1.1,i,5%,i,-3%,0%,6%,-1.5%
C=CCC(CC=C)(CNC(=O)C(=O)Nc1ccc(C(=O)OCC)cc1)c1ccccc1,0%,·,·,-12%,·,?,·,10%,-0.9%
O=C(N/N=C/c1ccc2c(c1)OCO2)c1cc(-c2ccc(F)cc2)nc2ccccc12,-13%,-2.9,i,1%,?,-3%,-4%,11%,0.1%
CCCC(=O)Nc1ccc(Cl)c(NC(=O)c2cccc(OC)c2)c1,1%,0.4,i,-1%,i,1%,-1%,?,2.4%
Cc1ccc(Cn2ccc(NC(=O)c3cc4nc(-c5ccco5)cc(C(F)(F)F)n4n3)n2)cc1,3%,-1.7,i,15%,i,1%,0%,9%,6.3%
CCOc1ccc(CC2c3cc(OCC)c(OCC)cc3CCN2C(=O)CN2CCN(C)CC2)cc1OCC (stereo unspecified),-19%,0.4,i,-37%,i,0%,1%,4%,0.6%
COc1ccc(C(=O)C2CCN(CC(=O)Nc3ccc(OC)cc3OC)CC2)cc1,-16%,1.5,i,1%,?,-18%,1%,?,-0.4%
CCCCc1cn([C@@H](CCCCNC(=O)OC(C)(C)C)C(=O)N2CCN(C(=O)OC(C)(C)C)CC2)nn1,-10%,0.7,i,1%,?,2%,·,-17%,2.9%
O=C(COC(=O)c1cnc(Cl)c(Cl)c1)NCc1ccco1,1%,-1.7,i,19%,i,3%,-1%,3%,5.0%
COC(=O)CCC(=O)Nc1ccc(C)cc1OC(=O)CCC(=O)OC,-3%,1.4,i,2%,i,10%,-1%,·,2.2%
COc1ccc(-c2nc(CN3CCN(C(=O)c4ccco4)CC3)c(C)o2)cc1OC,0%,-3.2,i,0%,i,17%,0%,-7%,2.6%
CCOc1cc(-c2cc(-c3ccccc3)nc(N)c2C#N)ccc1O,-2%,-0.5,i,-51%,i,25%,-5%,?,16%
COc1ccc(NC(=O)CSc2nnc(-c3ccccn3)n2N)cc1,·,-0.9,i,2%,?,1%,0%,7%,-0.5%
CC1(c2cccc3ccccc23)OC(=O)c2ccccc21 (stereo unspecified),-10%,-1.6,i,-17%,i,-28%,·,10%,0.1%
COc1ccc(NC(=O)CSc2nc3c(c(=O)[nH]2)CCC3)cc1OC,-3%,-1.5,i,2%,i,6%,-3%,·,-0.2%
O=[N+]([O-])c1cccc(CN2CCCCCC2)c1,5%,1.4,i,22%,i,14%,1%,9%,2.4%[9.22 µM]
CC([NH2+][O-])C(C)(C)NO (stereo unspecified),12%,-1.7,i,10%,i,1%,0%,2%,-0.8%
CCN1CCN(C2=C(NS(=O)(=O)c3ccc(NC(C)=O)cc3)C(=O)c3ccccc3C2=O)CC1,-17%,-0.3,·,-120%,?,?,-10%,?,-1.4%
Cc1ccc(OCCNC(=O)CCNS(=O)(=O)c2ccc3ccccc3c2)cc1,26%,-0.8,i,-7%,i,-18%,0%,9%,0.0%
CCCN(C(=O)COC(=O)c1cc(CC)c(C)s1)c1c(N)n(Cc2ccccc2)c(=O)[nH]c1=O,-10%,-2.6,i,-26%,i,-1%,-1%,?,2.8%
CCCn1ccc2c(OCC(=O)NCc3ccc(C)cc3)cccc2c1=O,3%,·,·,-24%,?,-21%,·,·,1.1%
O=C(NCC1CCCO1)C1CCCN1C(=O)Nc1ccc(Cl)cc1 (stereo unspecified),1%,-3.0,i,-13%,i,-18%,-8%,0%,0.6%
CC(=O)c1cccc(NC(=O)c2ccc(NS(C)(=O)=O)cc2)c1,-3%,3.0,i,10%,i,8%,-3%,·,0.7%
CC(C)=CCC/C(C)=C/CNC(=O)C[C@H]1C[C@H](C(=O)N2CCOCC2)[C@@]2(C)c3[nH]c4cc(-c5ccco5)ccc4c3CCN2C1=O,?,0.2,i,-77%,·,13µM*,-8%,?,-2.7%
O=C(Cc1ccccc1)NCC(=O)N1CCN(c2ccccc2)CC1,1%,-1.3,i,3%,i,-16%,2%,3%,-0.3%
COc1ccc(NC(=O)CN(C)C(=O)c2ccc(NC3CC3)c([N+](=O)[O-])c2)cc1,?,-1.5,i,-4%,i,-3%,2%,?,0.5%
CCOC(=O)c1cn(Cc2ccc(Br)cc2)nn1,-1%,-2.0,i,-5%,i,13%,1%,1%,-0.6%
Clc1ccc(CSc2ncn(-c3ccccc3)n2)cc1,13%,-2.0,i,-27%,i,20%,0%,2%,0.1%
COc1ccc(COC(=O)C2=C(C)NC(=O)NC2c2ccccc2)cc1 (stereo unspecified),4%,-4.1,i,-15%,i,-8%,1%,?,8.3%
Cc1cc(C)n2nc(SCc3nnc(SCc4ccccc4C)s3)nc2n1,-12%,-0.9,i,-19%,i,-19%,-3%,?,2.3%
CC(=O)Nc1ccc(N2C(=O)CC(Sc3nc4ccccc4s3)C2=O)cc1 (stereo unspecified),-1%,-1.4,i,-9%,i,8%,0%,10%,0.2%
COc1ccc(-n2cc(CNCc3cnc4ccccn34)c(-c3cccc(F)c3)n2)cc1,-6%,-2.6,i,-18%,i,-18%,-2%,?,4.6%
Cc1ccc(NC(=O)/C(=C\c2cccnc2)NC(=O)c2ccco2)cc1,3%,-3.5,i,-2%,i,14%,0%,4%,-0.6%
Cc1ccc(S(=O)(=O)N2C[C@]3(O)C[C@@H]4C(=O)N(c5ccccc5)C(=O)[C@@H]4C[C@]3(OC(=O)Nc3cccs3)C2)cc1,·,-0.2,i,-12%,i,-12%,·,·,7.5%
CCCCNC(=O)c1nn(C)c2c1CSc1ccccc1-2,-15%,·,·,-13%,·,-8%,·,21µM*,15%
COc1ccccc1CNC(=O)C1CCN(S(C)(=O)=O)CC1,-1%,0.2,i,6%,i,-4%,·,20%,-0.2%
COC(=O)CCCCC1SCC(NC(=O)OC)C1NC(=O)OC (stereo unspecified),0%,-0.3,i,-8%,i,-9%,2%,18%,-0.4%
CCC(C)(C(=O)NC1CCCC1)N(C)C(=O)Cc1c[nH]c2ccccc12 (stereo unspecified),-12%,-1.5,i,1%,i,-2%,4%,12%,0.5%
O=C(NCc1ccncc1)NC1CCCCC1,1%,1.3,i,-3%,i,-16%,1%,4%,-0.5%
O=C(c1cc2ccccc2o1)N(Cc1ccco1)Cc1cccs1,0%,-3.2,i,-2%,?,7%,-2%,-9%,12%
NC(N)=NNC(=O)c1ccccc1Cl,0%,1.5,i,-4%,?,-2%,0%,-8%,0.0%
CCc1ccc(-c2nc(CN3CCCC(C(=O)NCCc4ccc(OC)c(OC)c4)C3)c(C)o2)cc1 (stereo unspecified),-15%,-3.0,i,-49%,?,0%,-3%,?,3.6%
O=C(c1cccc(O)c1)N1CCN(C(=O)C2CC2)CC1,7%,-0.7,i,-32%,i,0%,-3%,-9%,-0.6%
CN(C)c1ccc(C(=O)n2nnc3ccccc32)cc1,-7%,-0.9,i,-1%,?,2%,-6%,?,5.6%

# An excerpt from above in order of length of the SMILES, high to low.
SMILES,A549 tox,CCT modulator,pAkt inh,HepG2 tox,S2 tox,TGFb SMAD3 inh,Mm-Cpn inhibitor,Nrf2 block,Nrf2 ARE act
COC(=O)CCCCC1SCC(NC(=O)OC)C1NC(=O)OC (stereo unspecified),0%,-0.3,i,-8%,i,-9%,2%,18%,-0.4%
CCCCNC(=O)c1nn(C)c2c1CSc1ccccc1-2,-15%,·,·,-13%,·,-8%,·,21µM*,15%
O=C(NCc1ccncc1)NC1CCCCC1,1%,1.3,i,-3%,i,-16%,1%,4%,-0.5%

# The listing continues:
SMILES,A549 tox,CCT modulator,pAkt inh,HepG2 tox,S2 tox,TGFb SMAD3 inh,Mm-Cpn inhibitor,Nrf2 block,Nrf2 ARE act
N#CC1(NC(=O)COC(=O)CCCN=C2NS(=O)(=O)c3ccccc32)CCCCC1,5%,1.8,i,-12%,i,-16%,-18%,5%,-0.3%
COc1ccc(C2c3c(n(C)c4ccccc34)C(=O)N2CC(=O)Nc2c(C)cc(C)cc2C)cc1 (stereo unspecified),-7%,·,·,-20%,·,?,·,-27%,0.4%
O=C(Cn1cc(/C=N/NC(=O)c2ccccc2Br)c2ccccc21)Nc1ccc(F)cc1,-23%,0.0,i,-27%,i,?,-1%,?,-2.6%
O=C(COc1ccc2ccccc2c1Br)NCc1ccccn1,1%,-4.6,i,0%,i,0%,-24%,19%,4.5%
COc1ccc(C(=O)NCCc2csc(-c3ccc(Cl)cc3)n2)c(OC)c1,-8%,·,·,-35%,?,?,·,·,0.5%
CC(NC(=O)C1CCCN(C(=O)N(C)C)C1)c1ccccc1 (stereo unspecified),-1%,-0.1,i,-2%,i,16%,0%,10%,-0.6%

# Compound activity (PubChem BioAssay)

# Not a hit list. About 4.4% of those tested had a hit in this group.
